DAX1 inh-1: DAX1 (NR0B1) inhibitors on StAR promoter, primary screen, cell-based, luminescence, SF-1 (NR5A1), full-length DAX-1. HEK293T StAR-luciferase reporter, SF-1/DAX-1 repression relief. inhibition, % at 6.8 µM. 1.1% of 370,000 active. AID 652010, 2013;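 active means inhibition above the mean over all tested compounds plus 3 SD, cut at about 3.6% in these data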;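 further: 0% = DAX-1 cells with DMSO and 100% = cells lacking DAX-1 with DMSO; higher inhibition means more luminescence from relief of DAX-1 repression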
PLC-beta3 inh: human PLC-beta3 inhibitors, primary screen, biochemical, fluorescence; Purified PLC-beta3, fluorogenic substrate; inhibition, % at 12.2 µM; AID 720704, 2013; 0.18% of 370,000 active; 1-phosphatidylinositol 4,5-bisphosphate phosphodiesterase beta-3 (Homo sapiens), Q01970; in the data active means inhibition above about 11%;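 further: 0% = median of compound wells on plate and 100% = full blocker control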
hcDAF12 agonist: H. contortus DAF-12 nuclear receptor activators, primary screen, cell-based, luminescence, HEK293, lit1-tk-luc reporter; HEK293 hcDAF-12 lit1-tk-luc reporter; 0% DMSO, 100% Δ7-dafachronic acid; activation, % at 6.8 µM; 1.4% of 370,000 active; AID 652067, 2013;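 active means activation above the mean of all tested compounds plus 3 SD, cut at about 5.5% in these data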;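 further: 100% = response to 3 µM Δ7-dafachronic acid high control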
ssDAF12 agonist: S. stercoralis DAF-12 nuclear receptor activators, primary screen, cell-based, luminescence, HEK293, GRIP1 co-expression, lit1-tk-luc; activation, % at 6.8 µM; HEK293 ssDAF-12/GRIP1 lit1-tk-luc reporter; % of 3 µM dafachronic acid response; 1% of 370,000 active;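 active means activation above the mean over all tested compounds plus 3 SD, cut at about 0.9% in these data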;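 further: 0% = DMSO-only wells and 100% = 3 µM delta7-dafachronic acid wells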
MBD2 DNA inh: inhibitors of MBD2 binding to methylated DNA, primary screen, biochemical, TR-FRET, DNA-binding domain, human; MBD2 binding to methylated oligonucleotide; 0.31% of 370,000 active; inhibition, % at 4.4 µM; Methyl-CpG-binding domain protein 2 (Homo sapiens), Q9UBB5; AID 686964, 2013; in the data active means inhibition above about 13%
Target sequence (Q9UBB5 whole entry, looked up, the tested form may be a part): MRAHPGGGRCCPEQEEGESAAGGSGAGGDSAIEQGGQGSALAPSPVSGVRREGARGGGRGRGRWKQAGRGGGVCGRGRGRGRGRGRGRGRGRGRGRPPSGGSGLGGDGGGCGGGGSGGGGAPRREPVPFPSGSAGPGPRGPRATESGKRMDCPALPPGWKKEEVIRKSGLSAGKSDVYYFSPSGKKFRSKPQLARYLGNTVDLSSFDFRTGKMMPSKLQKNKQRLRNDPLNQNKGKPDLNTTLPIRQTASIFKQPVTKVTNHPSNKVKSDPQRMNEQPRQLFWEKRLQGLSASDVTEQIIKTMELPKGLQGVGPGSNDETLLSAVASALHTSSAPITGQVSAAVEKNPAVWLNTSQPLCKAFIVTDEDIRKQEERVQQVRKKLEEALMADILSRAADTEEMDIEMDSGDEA
SMARCA2 activ: SMARCA2 (BRM) function activators, primary screen, cell-based, luminescence, high throughput | MG213 cells, MMTV-luciferase reporter, dexamethasone, overnight | activation, % at 9.1 µM | 1% of 370,000 active | AID 652017, 2013; in the data active means activation above about 7.8%;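 further: 0% = vehicle wells and 100% = reference activator wells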
hgDAF-12 ag: H. glycines DAF-12 receptor agonists, primary screen, cell-based, luminescence, HEK293, GAL4 fusion, UAS-luciferase. Nuclear hormone receptor DAF-12 (Heterodera glycines), GAL4 fusion. HEK293 GAL4-hgDAF12 UAS-luciferase reporter, agonist luminescence; normalized to butyrate control. activation, % at 6.8 µM. 1.8% of 370,000 active. AID 687014, 2013;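 active means activation above a cutoff set at the mean of all screened compounds plus 3 SD, cut at about 10% in these data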;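 further: 0% = DMSO wells and 100% = sodium butyrate wells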
PLC-gamma1 inh: PLC-gamma1 enzyme inhibitors, primary screen, biochemical, fluorescence, purified enzyme | 0.84% of 370,000 active | inhibition, % at 12.2 µM | fluorogenic substrate | AID 720700, 2013 | 1-phosphatidylinositol 4,5-bisphosphate phosphodiesterase gamma-1 (Homo sapiens), P19174; in the data active means inhibition above about 9.5%
Rev-erbA mod: modulators of Rev-erb alpha DNA binding, primary screen, biochemical, FITC-DNA, fluorescence polarization, uHTS; Nuclear receptor subfamily 1 group D member 1 (Homo sapiens), P20393; Rev-erbα–FITC-DNA binding, 90 min; 0.79% of 370,000 active; activity, % at 10 µM;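 active means activity above about 14%, limit read from the data; passing the limit was not always enough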;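 further: 0% = DMSO wells with 35 nM protein and 100% = DMSO wells with 750 nM protein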
ADAM17 inh: ADAM17 inhibitors, primary screen, biochemical, QFRET; recombinant ADAM17, EDANS/DABCYL FRET peptide cleavage; 0.83% of 370,000 active; Disintegrin and metalloproteinase domain-containing protein 17 (Homo sapiens), P78536; inhibition, % at 6.95 µM;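 active means inhibition above the mean of compounds lying between control limits plus 3 SD, set per campaign, cut at about 8.5% in these data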;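 further: 0% = DMSO-only wells as the low control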
DAX1 inh-2: DAX1 (NR0B1) inhibitors, primary screen, cell-based, HEK293, Gal4-DAX1, luciferase luminescence; Nuclear receptor subfamily 0 group B member 1 (Homo sapiens), P51843; HEK293 Gal4-DAX1 luciferase reporter; inhibition, % at 6.75 µM; 0.99% of 340,000 active; AID 504766, 2011;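 active means inhibition above the mean over all tested compounds plus 3 SD, cut at about 4.2% in these data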;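 further: 0% = DAX1-transfected cells with DMSO and 100% = empty-vector control cells with DMSO; inhibition shows as a rise in luminescence from relieved DAX1 repression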
Target sequence (P51843 207-470 limits assumed): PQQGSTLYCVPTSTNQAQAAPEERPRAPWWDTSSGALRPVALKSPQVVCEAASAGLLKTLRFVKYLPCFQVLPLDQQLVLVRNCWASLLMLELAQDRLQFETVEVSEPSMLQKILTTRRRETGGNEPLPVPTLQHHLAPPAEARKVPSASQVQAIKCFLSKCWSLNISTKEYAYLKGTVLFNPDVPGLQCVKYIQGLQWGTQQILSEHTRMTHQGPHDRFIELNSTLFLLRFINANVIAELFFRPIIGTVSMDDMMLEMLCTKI
* hit, by the source's call; . = not tested or not shown.

SMILES	DAX1 inh-1	PLC-beta3 inh	hcDAF12 agonist	ssDAF12 agonist	MBD2 DNA inh	SMARCA2 activ	hgDAF-12 ag	PLC-gamma1 inh	Rev-erbA mod	ADAM17 inh	DAX1 inh-2
O=C(NCCCn1ccnc1)C(=O)NCC1OCCN1S(=O)(=O)c1ccc(F)cc1 (centres undefined)	0.5	-2	-0.3	-1.2	-4	-1	0.5	-2	0	-5	-0.2
CC1(C)CC(=NOC(=O)c2ccccc2)CC(C)(C)N1O	0.0	2	-2.8	-0.7	5	-2	0.5	2	-2	1	0.0
Cn1c(CCCNC(=O)c2ccco2)nc2ccccc21	-0.4	-7	-1.9	-1.3	-3	-4	-0.5	-1	-4	-2	0.2
Cc1ccc(/C=N/N2CCN(c3ccccc3)CC2)cc1	-0.5	-6	-0.2	-1.2	4	3	5.9	-3	-4	-5	0.5
NS(=O)(=O)c1ccc(NC(=O)CN(C(=O)C(F)(F)F)C2CCCC2)cc1	0.2	3	-0.1	-0.4	4	-1	0.1	2	2	-6	0.7
COCCn1ccc2c(OCC(=O)NCCc3ccccc3)cccc2c1=O	-0.6	0	-2.1	-0.9	-2	-2	-3.2	-3	-2	-5	0.4
N#Cc1nc(COc2ccccc2Cl)oc1NCc1ccc(F)cc1	-0.6	-1	0.3	-1.3	-1	-2	-0.6	-3	0	5	-0.1
O=C(CCn1nnc2ccccc2c1=O)N[C@H](C(=O)O)c1ccccc1	-0.4	1	0.7	-1.4	6	-3	0.8	1	2	-1	0.5
CCOC(=O)c1c(Nc2ccccc2OCCOC)n[nH]c1C	-0.3	2	-1.9	-1.2	-2	-6	1.4	3	-4	-5	0.2
CCc1ccc2c(Cl)c(C(=O)N/N=C/c3c[nH]c4ccccc34)sc2c1	0.3	-87	0.7	-0.8	-4	2	1.4	-74	0	3	-0.1
O=c1sc2ccccc2c(N2CCCC2)c1[N+](=O)[O-]	0.0	-13	-1.7	-1.1	4	-2	-1.6	-2	4	-4	-0.4
Cc1ccc(S(=O)(=O)CCSc2n[nH]c(=O)n2-c2ccc3c(c2)OCCO3)cc1	-0.9	-10	-0.4	0.0	4	1	0.4	2	-7	-3	-2.8
CCOCCC(=O)Nc1ccc2c(c1)c(=O)n(C)n2-c1ccc2ccccc2c1	3.1	-262	-1.1	-1.0	5	-2	-3.1	-189	-3	-15	.
O=C(CNC(=S)N(CCCN1CCOCC1)Cc1cccs1)N1CCCC1	-0.3	-8	0.7	-1.8	-5	-2	0.2	-2	-4	-6	1.0
CCOC(=O)NC(NCc1ccccc1Cl)(C(F)(F)F)C(F)(F)F	-0.5	1	-0.3	-0.7	2	0	4.0	1	8	-2	0.5
CCC[C@H]1[C@@H](NC(=O)C2CCOC2)CC[C@@]23CCCN2C(=O)CCC[C@@H]13 (some centres undefined)	.	1	0.7	-0.6	-2	.	-0.8	0	-2	-5	.
COc1ccc(-c2cc(C(F)(F)F)nc(SCC(=O)Nc3cc(C)on3)n2)cc1	0.0	-20	-1.9	-0.8	1	-2	1.0	-16	12	-8	0.0
O=C(c1cccc(F)c1)N1CCN(S(=O)(=O)c2ccccc2)CC1	0.6	0	-0.9	-1.1	-2	1	-0.2	2	2	-3	0.5
COc1cc(C(=S)N2CCOCC2)ccc1OC(=O)c1cc([N+](=O)[O-])cc([N+](=O)[O-])c1	0.5	3	0.2	-0.8	-1	-2	-3.9	-2	-6	0	-1.7
Cc1ccc(Nc2nc(-c3cccs3)cs2)nc1	4.0*	-9	13*	0.7	4	-3	15*	-3	-3	-2	2.2
CCc1ccc(CC2S/C(=C(\C#N)C(C)=O)NC2=O)cc1 (centres undefined)	0.0	-19	-1.7	-1.0	-4	-3	-7.6	-13	7	2	-2.9
COCc1c(C(=O)N2CCN(CCOc3ccccc3)CC2)oc2ccccc12	-2.8	-11	-0.6	-1.4	0	-3	1.2	5	1	0	-0.6

Some of these compounds in order of SMILES length, low to high:
SMILES	DAX1 inh-1	PLC-beta3 inh	hcDAF12 agonist	ssDAF12 agonist	MBD2 DNA inh	SMARCA2 activ	hgDAF-12 ag	PLC-gamma1 inh	Rev-erbA mod	ADAM17 inh	DAX1 inh-2
Cn1c(CCCNC(=O)c2ccco2)nc2ccccc21	-0.4	-7	-1.9	-1.3	-3	-4	-0.5	-1	-4	-2	0.2
Cc1ccc(/C=N/N2CCN(c3ccccc3)CC2)cc1	-0.5	-6	-0.2	-1.2	4	3	5.9	-3	-4	-5	0.5
CCOC(=O)c1c(Nc2ccccc2OCCOC)n[nH]c1C	-0.3	2	-1.9	-1.2	-2	-6	1.4	3	-4	-5	0.2
CC1(C)CC(=NOC(=O)c2ccccc2)CC(C)(C)N1O	0.0	2	-2.8	-0.7	5	-2	0.5	2	-2	1	0.0
CCc1ccc(CC2S/C(=C(\C#N)C(C)=O)NC2=O)cc1 (centres undefined)	0.0	-19	-1.7	-1.0	-4	-3	-7.6	-13	7	2	-2.9
O=C(CNC(=S)N(CCCN1CCOCC1)Cc1cccs1)N1CCCC1	-0.3	-8	0.7	-1.8	-5	-2	0.2	-2	-4	-6	1.0
CCOC(=O)NC(NCc1ccccc1Cl)(C(F)(F)F)C(F)(F)F	-0.5	1	-0.3	-0.7	2	0	4.0	1	8	-2	0.5
O=C(c1cccc(F)c1)N1CCN(S(=O)(=O)c2ccccc2)CC1	0.6	0	-0.9	-1.1	-2	1	-0.2	2	2	-3	0.5
O=C(CCn1nnc2ccccc2c1=O)N[C@H](C(=O)O)c1ccccc1	-0.4	1	0.7	-1.4	6	-3	0.8	1	2	-1	0.5
NS(=O)(=O)c1ccc(NC(=O)CN(C(=O)C(F)(F)F)C2CCCC2)cc1	0.2	3	-0.1	-0.4	4	-1	0.1	2	2	-6	0.7
COc1ccc(-c2cc(C(F)(F)F)nc(SCC(=O)Nc3cc(C)on3)n2)cc1	0.0	-20	-1.9	-0.8	1	-2	1.0	-16	12	-8	0.0
CCC[C@H]1[C@@H](NC(=O)C2CCOC2)CC[C@@]23CCCN2C(=O)CCC[C@@H]13 (some centres undefined)	.	1	0.7	-0.6	-2	.	-0.8	0	-2	-5	.
COc1cc(C(=S)N2CCOCC2)ccc1OC(=O)c1cc([N+](=O)[O-])cc([N+](=O)[O-])c1	0.5	3	0.2	-0.8	-1	-2	-3.9	-2	-6	0	-1.7

An excerpt from above with just PLC-beta3 inh and ssDAF12 agonist:
Compound | PLC-beta3 inh | ssDAF12 agonist
O=C(CNC(=S)N(CCCN1CCOCC1)Cc1cccs1)N1CCCC1 | -8 | -1.8
CCOC(=O)NC(NCc1ccccc1Cl)(C(F)(F)F)C(F)(F)F | 1 | -0.7

Assay outcomes deposited in PubChem by several laboratories.
